NOD2 RIPK2 PPI – inhibitors of human NOD2-RIPK2 interaction | O43353 | CHO BLA complementation NOD2-RIPK2, CCF4 ratio | inhibition, % at 4.98 µM | 0.38% of 360,000 active; in the data active = inhibition above about 21%;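 also: 0% = vehicle only and 100% = reference blocker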
Target sequence (O43353 whole entry, looked up): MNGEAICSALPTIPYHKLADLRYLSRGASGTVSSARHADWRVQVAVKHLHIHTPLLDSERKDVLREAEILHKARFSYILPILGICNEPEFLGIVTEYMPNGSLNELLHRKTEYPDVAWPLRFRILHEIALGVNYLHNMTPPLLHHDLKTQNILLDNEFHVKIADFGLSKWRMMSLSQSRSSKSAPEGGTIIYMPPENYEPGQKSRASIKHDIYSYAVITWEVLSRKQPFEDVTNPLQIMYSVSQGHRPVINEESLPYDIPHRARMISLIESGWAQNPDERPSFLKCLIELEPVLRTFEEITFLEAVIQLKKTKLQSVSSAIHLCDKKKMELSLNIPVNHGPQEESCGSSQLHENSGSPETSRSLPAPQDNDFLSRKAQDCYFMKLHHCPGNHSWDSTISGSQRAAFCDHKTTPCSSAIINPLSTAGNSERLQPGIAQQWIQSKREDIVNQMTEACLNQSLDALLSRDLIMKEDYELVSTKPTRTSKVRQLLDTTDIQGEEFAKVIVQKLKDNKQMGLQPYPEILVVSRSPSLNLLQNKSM
TLR9-MyD88 block – blocks human TLR9 binding to MyD88. Q9NR96+Q99836. CHO BLA complementation TLR9-MyD88, CCF4 FRET ratio. inhibition, % at 4.98 µM. 0.21% of 340,000 active. AID 504734;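 active = inhibition above the mean over all tested compounds plus 3 SD, cut at about 21% in these data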;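 also: 0% = DMSO only wells and 100% = clavulanate BLA inhibitor control wells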
Vif imaging – inhibitors of HIV Vif; HEK293T cells, Vif self-association by quenched fluorescence, imaging, 24 h; inhibition, % at 7.49 µM; 0.35% of 340,000 active; AID 602346; in the data active = inhibition above about 50%, passing the limit was not always enough; also: some results filed as inactive read as strong as hits
SRC1 inh – inhibits human SRC1 coactivator; HEK293 GAL4-SRC1 luciferase reporter, luminescence; Q15788; 0.12% of 360,000 active; inhibition, % at 3.6 µM; AID 588354;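 active = inhibition above the campaign mean plus 3 SD, with each screening campaign given its own cutoff, cut at about 60% in these data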;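 also: 0% = DMSO treated cells and 100% = gossypol at 36 µM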
TROY signal inh – TROY signaling inhibition | inhibition, % at 10 µM | 0.98% of 360,000 active | AID 1347056 | Q293 LMP1-TROYcd NF-kB luciferase reporter, 4 h;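 active = compounds whose plate-normalised and pattern-corrected inhibition of the luciferase reporter signal at the single screening dose is 50% or more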
LMP1 NFkB inh – inhibitors of Epstein-Barr LMP1-induced NF-kappaB reporter; LMP1-induced NF-kappaB luciferase reporter cells, luminescence; inhibition, % at 12.5 µM; 0.69% of 350,000 active; AID 504558; in the data active = inhibition above about 41%;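 also: 0% = neutral control wells and 100% = reference inhibitor control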
SRC2 inh – inhibits human steroid receptor coactivator 2; Q15596; HEK293 GAL4-SRC2 luciferase reporter, luminescence; inhibition, % at 9 µM; 0.17% of 370,000 active; AID 651957;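 active = inhibition above the mean inhibition of all tested compounds plus 3 SD, set per campaign, cut at about 52% in these data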;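 also: 0% = DMSO treated cells and 100% = cells given Gossypol at 36 µM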
SRC3 inh – inhibitors of human steroid receptor coactivator 3 (SRC3); inhibition, % at 3.6 µM; AID 588352; HEK293 GAL4-SRC3 luciferase reporter, luminescence; Q9Y6Q9; 0.17% of 360,000 active;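 active = inhibition above a per-campaign cutoff, the mean of all compounds plus 3 SD, cut at about 60% in these data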;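 also: 0% = DMSO-treated cells and 100% = gossypol-treated cells at 36 µM; higher means less SRC3-driven luciferase light from the GAL4 reporter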
C8 TRAIL sens – sensitizes caspase-8 expressing cells to TRAIL; NB7+C8 cells + TRAIL, ATPlite viability luminescence; inhibition (viability loss, TRAIL sensitization), % at 10 µM; 1% of 360,000 active;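 active = compounds causing at least 50% loss of cell viability in the single-dose screen, relative to plate controls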
NR5A2 inv ag – inverse agonists of human LRH-1 (NR5A2); O00482; HEK293T StAR-luciferase reporter, LRH-1 transfected, 24 h; inhibition, % at 3.6 µM; 0.13% of 360,000 active; AID 602396;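 active = inhibition above the mean inhibition of all tested compounds plus 3 SD, cut at about 73% in these data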;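 also: 0% = DMSO wells and 100% = reporter-only cells lacking LRH-1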
Target sequence (O00482 whole entry, looked up): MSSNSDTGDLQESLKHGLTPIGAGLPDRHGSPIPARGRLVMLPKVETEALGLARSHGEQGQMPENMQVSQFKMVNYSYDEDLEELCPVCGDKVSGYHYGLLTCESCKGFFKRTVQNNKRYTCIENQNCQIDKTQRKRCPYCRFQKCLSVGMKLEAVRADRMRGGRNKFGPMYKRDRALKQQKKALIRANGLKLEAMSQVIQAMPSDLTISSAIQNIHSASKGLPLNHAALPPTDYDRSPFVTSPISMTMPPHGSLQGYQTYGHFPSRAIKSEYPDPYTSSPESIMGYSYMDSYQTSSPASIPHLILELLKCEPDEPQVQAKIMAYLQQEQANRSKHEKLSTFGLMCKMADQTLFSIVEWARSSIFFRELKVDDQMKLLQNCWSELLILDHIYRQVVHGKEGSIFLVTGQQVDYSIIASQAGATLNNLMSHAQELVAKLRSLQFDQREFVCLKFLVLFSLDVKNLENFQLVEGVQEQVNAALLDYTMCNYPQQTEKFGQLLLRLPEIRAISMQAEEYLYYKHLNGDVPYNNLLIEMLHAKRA
NR2F2 inh – blocks human COUP-TFII nuclear receptor; P24468; HEK293T NGFI-A luciferase reporter, luminescence; inhibition, % at 8.6 µM; 0.7% of 370,000 active; AID 686940;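 active = inhibition above a per-plate cutoff, mean inhibition of test wells between control levels plus 3 SD, cut at about 38% in these data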;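 also: cells cotransfected with COUP-TFII expression vector driving the NGFI-A reporter; 0% = median of COUP-TF2 test wells and 100% = reporter-only cells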
* marks the source's active call; other numbers are inactive results.

Results for COc1cccc(CNC(=O)CCC(=O)n2ncc3cc(C)ccc32)c1OC ?
NOD2 RIPK2 PPI: -4; TLR9-MyD88 block: -3; SRC1 inh: 8; TROY signal inh: -21; LMP1 NFkB inh: -2; SRC2 inh: -13; SRC3 inh: 1; C8 TRAIL sens: -7; NR5A2 inv ag: -5; NR2F2 inh: -16

What do the screens show for `CC1=C(C(=O)N2CCOCC2)CC(CC(=O)NCCc2ccccn2)C(=O)N1CCC1=CCCCC1` (stereo not drawn)?
NOD2 RIPK2 PPI: 3; SRC1 inh: 5; TROY signal inh: -3; SRC2 inh: -26; SRC3 inh: 4; C8 TRAIL sens: 7; NR5A2 inv ag: -14; NR2F2 inh: 8

Results for O=C(COC(=O)COc1ccc(Cl)cc1Cl)NC1CC1 ?
NOD2 RIPK2 PPI: -1; TLR9-MyD88 block: -12; SRC1 inh: -6; TROY signal inh: 6; LMP1 NFkB inh: -2; SRC2 inh: -11; SRC3 inh: -22; C8 TRAIL sens: 8; NR5A2 inv ag: -37; NR2F2 inh: -20

How did Cn1cc(C(=O)C(=O)N2CCN(c3ccccc3)CC2)c2ccccc21 do in these assays?
NOD2 RIPK2 PPI: 0; TLR9-MyD88 block: -8; Vif imaging: 6; SRC1 inh: -21; TROY signal inh: 1; LMP1 NFkB inh: 7; SRC2 inh: -17; SRC3 inh: 0; C8 TRAIL sens: 3; NR5A2 inv ag: 19; NR2F2 inh: 16

What do the screens show for `CCOc1ccc(/C=C/C(=O)OCC(=O)Nc2cccc(S(=O)(=O)N3CCCC3)c2)cc1`?
NOD2 RIPK2 PPI: 0; TLR9-MyD88 block: -1; Vif imaging: 0; SRC1 inh: -24; TROY signal inh: -17; LMP1 NFkB inh: -15; SRC2 inh: 17; SRC3 inh: -16; C8 TRAIL sens: 23; NR5A2 inv ag: -5; NR2F2 inh: -38

What do the screens show for `CCN(CC)S(=O)(=O)c1cc(NC(=O)CNc2cccc(S(=O)(=O)N3CCOCC3)c2)ccc1C`?
NOD2 RIPK2 PPI: 4; TLR9-MyD88 block: -6; Vif imaging: -28; SRC1 inh: 36; TROY signal inh: 21; LMP1 NFkB inh: 25; SRC2 inh: 0; SRC3 inh: 28; C8 TRAIL sens: 25; NR5A2 inv ag: 38; NR2F2 inh: 56*

How did CCOC(=O)N1CCN(C(=O)CNC(=O)C23CC4CC(CC(C4)C2)C3)CC1 do in these assays?
NOD2 RIPK2 PPI: 2; TLR9-MyD88 block: -12; Vif imaging: -1; SRC1 inh: -1; TROY signal inh: 13; LMP1 NFkB inh: -2; SRC2 inh: 10; SRC3 inh: 11; C8 TRAIL sens: 5; NR5A2 inv ag: 6; NR2F2 inh: 1

How did CCOC(=O)C1CCCN(c2cc(C)nc3cc(-c4ccc(F)cc4)nn23)C1 (stereo not drawn) do in these assays?
NOD2 RIPK2 PPI: -6; TLR9-MyD88 block: -9; Vif imaging: -6; SRC1 inh: -2; TROY signal inh: -8; LMP1 NFkB inh: 7; SRC2 inh: 11; SRC3 inh: -5; C8 TRAIL sens: 10; NR5A2 inv ag: 7; NR2F2 inh: 1

How did O=[N+]([O-])c1cc([N+](=O)[O-])c(Oc2ccc(F)cc2)cc1NN1CCCCC1 do in these assays?
NOD2 RIPK2 PPI: -2; TLR9-MyD88 block: 9; Vif imaging: -5; SRC1 inh: 3; TROY signal inh: 2; LMP1 NFkB inh: 2; SRC2 inh: -27; SRC3 inh: -14; C8 TRAIL sens: 4; NR5A2 inv ag: -16; NR2F2 inh: 6

What do the screens show for `CCOc1ccc(C(=O)Nc2ccc(C(=O)N3CCOCC3)cc2)c(OCC)c1`?
NOD2 RIPK2 PPI: -13; TLR9-MyD88 block: -4; Vif imaging: -16; SRC1 inh: -14; TROY signal inh: 7; LMP1 NFkB inh: -4; SRC2 inh: -15; SRC3 inh: -19; C8 TRAIL sens: -8; NR5A2 inv ag: -15; NR2F2 inh: -17

What do the screens show for `COc1cccc(C2NC(=O)CCC2[N+](=O)[O-])c1` (stereo not drawn)?
NOD2 RIPK2 PPI: 2; TLR9-MyD88 block: 4; Vif imaging: 16; SRC1 inh: 8; TROY signal inh: -8; LMP1 NFkB inh: 2; SRC2 inh: 5; SRC3 inh: 4; C8 TRAIL sens: -12; NR5A2 inv ag: 1; NR2F2 inh: -13

Results for CC(=O)OC(C(=O)N1CCN(c2ccc(F)cc2)CC1)c1ccccc1 (stereo not drawn) ?
NOD2 RIPK2 PPI: 1; TLR9-MyD88 block: -5; Vif imaging: 1; SRC1 inh: -3; TROY signal inh: 20; LMP1 NFkB inh: -2; SRC2 inh: 3; SRC3 inh: 6; C8 TRAIL sens: -17; NR5A2 inv ag: -6; NR2F2 inh: 7

How did CCCCn1nnnc1SCC(=O)c1cc(Cl)ccc1OC do in these assays?
NOD2 RIPK2 PPI: -4; TLR9-MyD88 block: -4; SRC1 inh: -41; TROY signal inh: 3; LMP1 NFkB inh: -5; SRC2 inh: 1; SRC3 inh: 5; C8 TRAIL sens: -8; NR5A2 inv ag: -6; NR2F2 inh: 1

How did Cc1cccc2sc(NNC(=O)c3cc(-c4cccs4)nc4ccccc34)nc12 do in these assays?
NOD2 RIPK2 PPI: 11; TLR9-MyD88 block: 11; Vif imaging: -8; SRC1 inh: -16; TROY signal inh: 47; LMP1 NFkB inh: 15; SRC2 inh: 9; SRC3 inh: -10; C8 TRAIL sens: 50*; NR5A2 inv ag: -18; NR2F2 inh: 15

Results for CCCCCn1nc(C)c(/C=N/NC(=O)c2ccoc2C)c1C ?
NOD2 RIPK2 PPI: -5; TLR9-MyD88 block: 1; Vif imaging: 2; SRC1 inh: -110; TROY signal inh: -39; LMP1 NFkB inh: -22; SRC2 inh: -34; SRC3 inh: -129; C8 TRAIL sens: 14; NR5A2 inv ag: -120; NR2F2 inh: -35

Brought forward from above: two compounds, then new ones.
How did Cc1cccc2sc(NNC(=O)c3cc(-c4cccs4)nc4ccccc34)nc12 do in these assays?
NOD2 RIPK2 PPI: 11; TLR9-MyD88 block: 11; Vif imaging: -8; SRC1 inh: -16; TROY signal inh: 47; LMP1 NFkB inh: 15; SRC2 inh: 9; SRC3 inh: -10; C8 TRAIL sens: 50*; NR5A2 inv ag: -18; NR2F2 inh: 15

Results for CCCCCn1nc(C)c(/C=N/NC(=O)c2ccoc2C)c1C ?
NOD2 RIPK2 PPI: -5; TLR9-MyD88 block: 1; Vif imaging: 2; SRC1 inh: -110; TROY signal inh: -39; LMP1 NFkB inh: -22; SRC2 inh: -34; SRC3 inh: -129; C8 TRAIL sens: 14; NR5A2 inv ag: -120; NR2F2 inh: -35

Results for COc1ccc(N2CCN(C(C)C(=O)N3CCCC3)CC2)cc1 (stereo not drawn) ?
NOD2 RIPK2 PPI: 1; TLR9-MyD88 block: -4; Vif imaging: 4; SRC1 inh: -26; TROY signal inh: -6; LMP1 NFkB inh: 0; SRC2 inh: 1; SRC3 inh: 15; C8 TRAIL sens: -2; NR5A2 inv ag: 14; NR2F2 inh: 18

What do the screens show for `CCOC(=O)c1c(NC(=S)N2CCOCC2)sc2c1CCN(C(=O)OCC)C2`?
NOD2 RIPK2 PPI: -8; Vif imaging: -2; SRC1 inh: -3; TROY signal inh: 13; SRC2 inh: 25; SRC3 inh: -4; C8 TRAIL sens: 7; NR5A2 inv ag: -4; NR2F2 inh: 5

How did COc1ccc2c(c1)-c1nc(NC(=O)c3cccs3)sc1CC2 do in these assays?
NOD2 RIPK2 PPI: -3; TLR9-MyD88 block: 1; Vif imaging: 9; SRC1 inh: -29; TROY signal inh: -18; LMP1 NFkB inh: -6; SRC2 inh: -33; SRC3 inh: -26; C8 TRAIL sens: -1; NR5A2 inv ag: -16; NR2F2 inh: -25

How did COc1cccc(C2=CC(=O)C[C@H](c3ccc4c(c3)OCO4)C2)c1OC do in these assays?
NOD2 RIPK2 PPI: 5; TLR9-MyD88 block: -4; Vif imaging: 5; SRC1 inh: -35; TROY signal inh: -56; LMP1 NFkB inh: 2; SRC3 inh: -39; C8 TRAIL sens: 1; NR5A2 inv ag: -27

What do the screens show for `CCn1c(=S)sc2c(=O)n(CC(=O)Nc3cccc(Br)c3)c(C)nc21`?
NOD2 RIPK2 PPI: -4; TLR9-MyD88 block: -2; Vif imaging: -4; SRC1 inh: 5; TROY signal inh: 49; LMP1 NFkB inh: 1; SRC2 inh: -2; SRC3 inh: 15; C8 TRAIL sens: -2; NR5A2 inv ag: 0; NR2F2 inh: 7

Results for N/C(=N/O)C(c1ccccc1)c1ccccc1 ?
NOD2 RIPK2 PPI: -3; TLR9-MyD88 block: -27; Vif imaging: -2; SRC1 inh: -18; TROY signal inh: -14; LMP1 NFkB inh: -1; SRC2 inh: -4; SRC3 inh: -12; C8 TRAIL sens: -5; NR5A2 inv ag: -10; NR2F2 inh: 2

What do the screens show for `Cc1ccc(OCC(O)CNCc2ccc(F)cc2)cc1` (stereo not drawn)?
NOD2 RIPK2 PPI: -1; TLR9-MyD88 block: -7; Vif imaging: -6; SRC1 inh: -26; TROY signal inh: -24; LMP1 NFkB inh: -1; SRC2 inh: -7; SRC3 inh: -4; C8 TRAIL sens: -23; NR5A2 inv ag: 14; NR2F2 inh: -4

Results for Cc1nn(C)c(Cl)c1C(=O)NCC(=O)Nc1ccc(C(C)C)cc1 ?
NOD2 RIPK2 PPI: -3; TLR9-MyD88 block: -6; Vif imaging: 22; SRC1 inh: -5; TROY signal inh: 4; LMP1 NFkB inh: 1; SRC2 inh: -3; SRC3 inh: 16; C8 TRAIL sens: 24; NR5A2 inv ag: 7; NR2F2 inh: -4

Results for [S-]c1nnc(-c2ccc(Br)cc2)n1-c1ccccc1.[Zn+2] ?
NOD2 RIPK2 PPI: 4; TLR9-MyD88 block: -1; Vif imaging: 1; SRC1 inh: -6; TROY signal inh: -13; LMP1 NFkB inh: 14; SRC2 inh: -11; SRC3 inh: -2; C8 TRAIL sens: 4; NR5A2 inv ag: 9; NR2F2 inh: 10

What do the screens show for `CC1CN(S(=O)(=O)c2cccc(C(=O)Nc3ccccc3N3CCCC3)c2)CC(C)O1` (stereo not drawn)?
NOD2 RIPK2 PPI: 6; TLR9-MyD88 block: 7; Vif imaging: -7; SRC1 inh: -1; TROY signal inh: 16; LMP1 NFkB inh: 14; SRC2 inh: 10; SRC3 inh: 19; C8 TRAIL sens: 13; NR5A2 inv ag: -1; NR2F2 inh: 26

Results for Cc1cc(C)c(NC(=O)COC(=O)/C=C/c2cccc(C(F)(F)F)c2)c(C)c1 ?
NOD2 RIPK2 PPI: -2; TLR9-MyD88 block: 8; Vif imaging: 3; SRC1 inh: 2; TROY signal inh: -7; LMP1 NFkB inh: -4; SRC2 inh: 9; SRC3 inh: -10; C8 TRAIL sens: -9; NR5A2 inv ag: -7; NR2F2 inh: 9

Results for O=C1c2ccccc2C(c2nnnn2-c2ccc3c(c2)OCCO3)N1Cc1cccnc1 (stereo not drawn) ?
NOD2 RIPK2 PPI: -8; TROY signal inh: -2; SRC2 inh: -20; C8 TRAIL sens: 3; NR5A2 inv ag: 6; NR2F2 inh: -7

How did COc1ccc(-c2cc(C)no2)cc1S(=O)(=O)N1CC(=O)Nc2ccccc21 do in these assays?
NOD2 RIPK2 PPI: 2; TLR9-MyD88 block: -7; Vif imaging: -2; SRC1 inh: -1; TROY signal inh: -20; LMP1 NFkB inh: -1; SRC2 inh: -20; SRC3 inh: 16; C8 TRAIL sens: 12; NR5A2 inv ag: 0; NR2F2 inh: -37

Screening results from PubChem BioAssay.

The list is partial (hit frequency here may not be typical).
